Compound activity: PubChem BioAssay, National Center for Advancing Translational Sciences (NCATS)
BRCT inh red: disrupts BRCA1 BRCT binding to phosphoprotein, red fluorophore readout; Potency, µM (series often up to 76.9 µM), without a hit: at the highest dose activity change, negative = inhibition, usual class: inhibitors; P38398; 75,000 compounds, 0.03% hits; BRCT-phosphopeptide binding, red fluorescence polarization; also: % is scaled to controls: 0 for no effect and ±100 for the full control effect
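Rhodamine-labelled pBACH1 10-mer (100 nM) bound to BRCT domain (100 nM) at pH 7.3; compounds incubated 12 min room temperature, polarization read. Free peptide defines full inhibition; unlabelled decapeptide titrated as control.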
ERK AVP block: blocks ERK signaling stimulated by vasopressin. HEK293-V1b, vasopressin-stimulated pERK AlphaScreen. Potency, µM (highest dose often 57.5 µM), without a hit: at the highest dose activity, negative = inhibition, hits mostly inhibitors. 72,000 compounds, 0.99% hits. AID 995; also: potency is read from the fitted curve at half-maximal effect; % is scaled to controls: 0 for no effect and ±100 for the full control effect; nearly all actives have a fitted effect of over 55% in size
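Overnight-seeded V1b-HEK293 cells in 1% FBS got compound, then vasopressin (25 nM final, 5 min, 37C), then lysis buffer. AlphaScreen detection of phospho-ERK; activity normalized to basal and full-stimulation controls.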
Caspase-1 inhib: allosteric or competitive inhibitors of human caspase-1. Caspase-1 enzyme, Ac-WEHD-AFC fluorogenic rate. Potency, µM (series often up to 57.5 µM), inactives show top-dose activity change, negative = inhibition, most hits filed as inhibitors. 75,000 compounds, 0.03% hits. AID 900;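 also: potency is read from the fitted curve at half-maximal effect; plate controls were vehicle for no effect and no substrate for full effect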
Target sequence (P29466 120-297 limits assumed): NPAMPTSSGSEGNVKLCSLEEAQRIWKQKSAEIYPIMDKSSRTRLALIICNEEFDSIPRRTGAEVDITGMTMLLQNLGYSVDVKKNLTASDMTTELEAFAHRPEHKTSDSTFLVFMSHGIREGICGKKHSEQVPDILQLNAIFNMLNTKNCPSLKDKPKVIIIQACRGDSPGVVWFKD
Target sequence (P29466 317-404 limits assumed): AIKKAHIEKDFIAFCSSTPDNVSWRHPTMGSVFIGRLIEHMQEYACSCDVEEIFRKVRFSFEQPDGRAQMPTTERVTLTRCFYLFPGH
Tau fil binding: tau filament binding; P10636; recombinant tau filaments, thioflavin S fluorescence, 15 h; filaments grown with octadecylsulfate alongside compound; Potency, µM (highest dose often 57.1 µM), inactives show top-dose activity change, negative = inhibition; 71,000 compounds, 2% hits; AID 596;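 also: potency is read from the fitted curve at half-maximal effect; % is scaled to controls: 0 for no effect and ±100 for the full control effect; actives lower thioflavin S fluorescence by blocking filaments or displacing dye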
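His-tagged recombinant human tau (exons 2, 3 and 10 included), 1 uM, was induced to fibrillize by 30 uM sodium octadecylsulfate with compound present. After 15 h at 37 C, thioflavine S fluorescence (ex 450, em 510 nm) was read.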
Luciferase inh: blocks Photinus pyralis firefly luciferase activity | 72,000 compounds, 2.2% hits | AID 411 | purified firefly luciferase, luminescence, 8 min | P08659 | Potency, µM (doses to about 57.1 µM), for inactives: at the highest dose activity change, negative = inhibition, hits mostly inhibitors; also: potency is read from the fitted curve at half-maximal effect; % is scaled to controls: 0 for no effect and ±100 for the full control effect; nearly all actives have a fitted effect of over 40% in size
Target sequence (P08659 whole entry, looked up): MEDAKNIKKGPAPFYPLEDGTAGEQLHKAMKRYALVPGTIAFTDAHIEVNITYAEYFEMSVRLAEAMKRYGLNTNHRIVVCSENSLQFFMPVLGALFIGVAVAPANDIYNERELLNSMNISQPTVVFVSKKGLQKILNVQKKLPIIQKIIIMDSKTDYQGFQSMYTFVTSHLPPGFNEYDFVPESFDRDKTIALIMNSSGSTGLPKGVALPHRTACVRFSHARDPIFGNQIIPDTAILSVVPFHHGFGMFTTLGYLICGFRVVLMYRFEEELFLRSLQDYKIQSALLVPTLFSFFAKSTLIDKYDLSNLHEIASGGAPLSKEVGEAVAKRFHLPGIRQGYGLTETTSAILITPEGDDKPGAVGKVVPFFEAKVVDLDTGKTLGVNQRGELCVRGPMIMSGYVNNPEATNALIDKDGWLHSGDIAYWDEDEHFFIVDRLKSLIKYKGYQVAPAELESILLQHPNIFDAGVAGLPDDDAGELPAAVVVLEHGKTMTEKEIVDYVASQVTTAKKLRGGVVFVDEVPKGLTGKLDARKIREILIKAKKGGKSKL
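Firefly luciferase (PKLight detection mix) with 10 uM ATP in pH 7.2 imidazole buffer (KCl, MgCl2, Tween 20, BSA). Compounds tested across a concentration series (qHTS). Luminescence read after 8 min at ambient temperature.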
Casp7 inh: allosteric or competitive inhibitors of human caspase-7; recombinant caspase-7, Ac-DEVD-AFC fluorescence rate; Potency, µM (doses to about 57.5 µM), for inactives: top-dose activity change, negative = inhibition, most hits filed as inhibitors; AID 889; P55210; 75,000 compounds, 0.02% hits; active = well fitted inhibition curve with a large enough effect in the main read-out, with a control signal flat, not every such curve was filed as active; inconclusive = small, poorly fitted or top-dose-only effect, or a change in a side signal; also: potency is read from the fitted curve at half-maximal effect; % of control where 0% means no effect
A350 autofl: A350 region autofluorescence | AID 590 | 59,000 compounds, 11% hits | max dye-equivalent concentration, M | Compound autofluorescence, 340/450 nm, Alexa 350 dye-equivalents; active compounds read high; in the data active = max dye-equivalent concentration above about 10 nM; inconclusive = mostly about 1.1 nM to 9.6 nM
USP2a inhib: USP2a (human) protease inhibition. Potency, µM (titrated, usually from 38.3 µM), without a hit: top-dose activity change, negative = inhibition, hits mostly inhibitors. AID 927. USP2a enzymatic assay, qHTS inhibition. O75604. 60,000 compounds, 0.1% hits;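 also: potency is read from the fitted curve at half-maximal effect; nearly all actives have a fitted effect of over 60% in size; plate controls were DMSO for no effect and NEM full inhibition control for full effect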
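Inhibition is measured in a cell-free coupled assay with 20 nM USP2 core, 20 nM Ub-PLA2 and 20 uM NBD C6-HPC, 2.5 h incubation. Activity normalized to NEM control.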
HEK293 cAMP cs: counter-screen for TSHR agonists: cAMP increase in parental HEK293; Potency, µM (titrated, usually from 57.1 µM), for the others: at the top dose activation, usual class: activators; parental HEK293 CNG cAMP sensor, membrane potential fluorescence; AID 938; 73,000 compounds, 2.5% hits; also: potency is read from the fitted curve at half-maximal effect; % of control where 0% means no effect; nearly all actives have a fitted effect of over 55% in size
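Parental HEK 293 cells stably expressing a cAMP-gated CNG channel were loaded with membrane potential dye containing 100 uM RO 20-1724 for 60 min. Compound added for 30 min; depolarization read as fluorescence intensity at 590 nm.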
BRCT PPI green: blocks human BRCA1 BRCT binding to phosphopeptide, green readout. P38398. BRCA1 BRCT-phosphopeptide binding, green fluorescence polarization. Potency, µM (doses to about 76.9 µM), for inactives: top-dose activity change, negative = inhibition, hits mostly inhibitors. 75,000 compounds, 0.05% hits;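 also: potency is read from the fitted curve at half-maximal effect; plate controls were peptide without protein for full effect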
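Compounds were incubated for 12 min at room temperature with a complex of 100 nM fluorescein-tagged pBACH1 decapeptide and 250 nM His-tagged BRCT protein. Buffer was phosphate pH 7.3 with EDTA, DTT and Tween 20. Disruption of binding lowers the polarization signal.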
CRE Fsk mod: CRE-bla signaling modulation under forskolin stimulation. Potency, µM (doses to about 38.2 µM), for the others: at the top dose activity change, negative = inhibition, most hits filed as activators. CHO CRE-bla reporter (cAMP response element driving beta-lactamase), forskolin EC10, beta-lactamase ratio. 71,000 compounds, 2.5% hits; active = well fitted activation curve with a large enough effect in the signal ratio, with a control signal flat, not every such curve was filed as active; inconclusive = small, poorly fitted or top-dose-only effect, or effect the other way, or a change in a side signal; the % refers to the signal ratio; also: potency is read from the fitted curve at half-maximal effect; % of control where 0% means no effect
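AC50 values, positive or negative, reflect shifts in EC10 NKH 477-induced CRE-bla reporter activity in CHO cells. Incubation lasted 3 h at 37 °C before CCF4 substrate (2 h, room temperature) and ratiometric 460/530 nm reading.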
* hit, by the source's call; i = inactive; ? = inconclusive; nt = no result given; [ ] = another dose, or the depositor's remark. Unless noted, calls follow the shape of the dose curve; as a rule, active = well fitted curve in the direction sought with a large enough effect; inconclusive = small, poorly fitted or top-dose-only effect, or another doubt; inactive = no such curve, though single readings can be large; an effect the other way counts as inactive or inconclusive. No enrichment for hits (roughly 16% active in at least one column).

Molecule | BRCT inh red | ERK AVP block | Caspase-1 inhib | Tau fil binding | Luciferase inh | Casp7 inh | A350 autofl | USP2a inhib | HEK293 cAMP cs | BRCT PPI green | CRE Fsk mod
O=C(CN1C(=O)c2ccccc2S1(=O)=O)NCCSC1CCCCC1 | -0.5% | ? | 0% | -10% | 2% | -1% | i | 1% | 2% | -5.8% | -10%
N=C1C(c2ccccc2)=C(O)CN1c1ccc2c(c1)OCO2 | 0.1% | 8% | 2% | -1% | 2% | -1% | i | 5% | 5% | 1.1% | -18%
Cc1cc(=O)oc2cc(OCC(=O)NCCCN3CCOCC3)ccc12 | -3.4% | -14% | 1% | -7% | 0% | 2% | ? | -1% | 6% | -2.3% | -2%
N[C@@H](Cc1ccc(O)c(I)c1)C(=O)O | -1.0% | 3% | 1% | nt | 2%[25.5 µM] | 1% | i | 3% | nt | -1.7% | nt
COc1cc(C(=O)Oc2ccccc2)ccc1OCc1c(C)noc1C | 0.4% | 1% | 0% | 96% | 5% | 1% | i | 3% | 5% | -3.5% | -4%
CC(=O)N1CCc2cc(S(=O)(=O)CCC(=O)NCc3cccs3)ccc21 | 0.9% | 8% | 1% | -1% | 0% | 2% | i | -4% | 1% | -1.4% | 11%
COc1ccc(-n2c(=O)cnc3cnc(Oc4ccccc4)nc32)cc1 | 0.6% | -17% | -3% | 3% | 2%[11.4 µM] | -4% | ? | 63%[activator] | ? | -3.3% | -12%
O=Nc1ccc2oc(=O)ccc2c1 | -1.9% | ? | -1% | -2% | -15% | -3% | i | -10% | ? | -2.4% | 5%
O=C(NCc1ccco1)c1noc2c1CCCC2 | -1.4% | -19% | 0% | -7% | -1% | 0% | i | -2% | 3% | -1.2% | ?
COC(=O)[C@H](Cc1ccccc1)NC(=O)[C@]1(C)C[C@H]1[C@H](NC(=O)OCc1ccccc1)c1ccccc1 | 0.9% | -3% | 0% | -23% | nt | -4% | nt | nt | 5µM* | 0.5% | -8%
CC(=O)c1ccc(NS(=O)(=O)Cc2ccccc2)cc1 | 0.8% | 10% | -5% | 18% | 4% | 2% | nt | -6% | -4% | -0.6% | -1%
c1coc(CN=C2NC(=NCc3ccco3)c3ccccc32)c1 | -1.5% | -9% | -7% | 10µM* | 2% | 4% | i | 9% | -12% | 5.4% | -12%
Cc1ccc(C(C)C)c(OCC(=O)Nc2ccc(Cl)cn2)c1 | 2.1% | 61%[activator] | -1% | 31% | 2% | 0% | i | -3% | ? | 0.1% | ?
CSc1ccc(C2C3(C#N)C(N)=NC4(OCCO4)C23C#N)cc1 (stereo unspecified) | -1.3% | 31%[activator] | 0% | -3% | 1% | 1% | i | 0% | 3% | -4.1% | -1%
CC1CCCC(C)N1C(=O)C1CC(c2ccc(F)cc2)=NO1 (stereo unspecified) | 0.2% | 6% | ? | 3% | -2% | -16% | ? | 5% | 19% | 4.5% | ?
Oc1ccc(-c2cccc(-c3ccc(O)cc3)n2)cc1 | -0.8% | -6% | -2% | 0% | -9% | 0% | i | nt | -15% | -2.8% | -16%
Cn1c(SCc2ccc(Br)cc2)nnc1-c1ccncc1 | 1.8% | -18% | 0% | 13% | -1% | 1% | i | -1% | 17% | -0.2% | 2%
O=C(c1cc2ccccn2n1)N1CCN(c2ccccn2)CC1 | -1.9% | -15% | 0% | -8% | -19% | -5% | nt | nt | 6% | -0.7% | 9%
CC(=C/C=C/C(C)=C/C=C/C=C(C)/C=C/C=C(C)/C=C/C(=O)O)/C=C/C(=O)O | 1.1% | 1% | -5% | 25µM* | nt | -1% | nt | nt | ? | -2.0% | 7%
CCOc1cc(C(=O)N2CCOCC2)ccc1OCc1ccccc1 | -3.5% | -16% | -3% | -4% | 0% | -2% | i | 30% | -1% | 0.9% | -3%
Cn1c(=O)oc2cc(S(=O)(=O)NCc3ccco3)ccc21 | -0.7% | nt | -3% | 2% | 1% | 1% | nt | nt | 15% | -1.7% | -4%
CCN1CCCC1CNC(=O)CS(=O)(=O)Cc1nc(-c2ccccc2C)oc1C (stereo unspecified) | 0.3% | -8% | 0% | 11% | 1% | -1% | nt | nt | 11% | -2.5% | -3%
Nc1c(NCCN2CCOCC2)c2ccccc2oc1=O | -2.8% | 5% | 3% | -12% | -1% | 0% | i | -1% | -6% | 5.0% | 17%
Cc1ccccc1-c1nc(CS(=O)(=O)CC(=O)NCCCN2C(C)CCCC2C)c(C)o1 (stereo unspecified) | -0.1% | -8% | -2% | 20% | -1% | -2% | nt | nt | 4% | -4.4% | -11%
NC(=O)NC(=O)[C@H]1CCCC[C@@H]1C(=O)O | -8.3%[15.4 µM] | 13%[11.5 µM] | 1%[11.5 µM] | 14%[11.4 µM] | -1%[11.4 µM] | 2%[11.5 µM] | i | nt | 8%[11.4 µM] | -1.0%[15.4 µM] | -4%[7.6 µM]
O=C(NCc1cccnc1)c1cccc(S(=O)(=O)N2CCCCC2)c1 | -0.6% | 9% | -7% | 1% | 1% | -9% | nt | -2% | 2% | -2.0% | -4%
CCNC(=O)N1c2ccc(OC)cc2C(C)=CC1(C)C | 1.3% | -19% | -19% | 13% | -29% | -18% | 6.2e-08M* | -11% | 15% | -2.9% | 12%
Cc1ccc(Cn2ncc3c(NCCCN4CCOCC4)ncnc32)cc1 | -4.6% | ? | 2% | -8% | 1% | 3% | i | 4% | 10% | 1.8% | -8%
CS(=O)(=O)Nc1cccc(C(=O)CC2(O)C(=O)Nc3ccccc32)c1 (stereo unspecified) | -1.0% | 14% | -3% | -13% | 1% | 3% | i | -5% | -4% | -1.0% | 5%
COc1cccc(C2=NO[C@@H]3C(=O)N(c4ccc5c(c4)OCCO5)C(=O)[C@H]23)c1OC | -1.5% | -18% | -2% | -28% | -3% | -1% | i | 29% | 16% | 1.0% | 26%

3 entries out of the list, sorted by length of the SMILES, largest number first.
Molecule | BRCT inh red | ERK AVP block | Caspase-1 inhib | Tau fil binding | Luciferase inh | Casp7 inh | A350 autofl | USP2a inhib | HEK293 cAMP cs | BRCT PPI green | CRE Fsk mod
CS(=O)(=O)Nc1cccc(C(=O)CC2(O)C(=O)Nc3ccccc32)c1 (stereo unspecified) | -1.0% | 14% | -3% | -13% | 1% | 3% | i | -5% | -4% | -1.0% | 5%
Cn1c(=O)oc2cc(S(=O)(=O)NCc3ccco3)ccc21 | -0.7% | nt | -3% | 2% | 1% | 1% | nt | nt | 15% | -1.7% | -4%
CCNC(=O)N1c2ccc(OC)cc2C(C)=CC1(C)C | 1.3% | -19% | -19% | 13% | -29% | -18% | 6.2e-08M* | -11% | 15% | -2.9% | 12%

(cont.)
Molecule | BRCT inh red | ERK AVP block | Caspase-1 inhib | Tau fil binding | Luciferase inh | Casp7 inh | A350 autofl | USP2a inhib | HEK293 cAMP cs | BRCT PPI green | CRE Fsk mod
COc1ccc(O[C@H]2C=C[C@@H](c3ccccc3)O[C@@H]2CO/N=C(\C)CCN2CCCc3nc(C)c(C)cc32)cc1 | -0.1%[15.4 µM] | 9%[11.5 µM] | -2%[11.5 µM] | nt | 0%[11.4 µM] | -2%[11.5 µM] | nt | nt | 14%[11.4 µM] | 0.6%[15.4 µM] | nt
CCc1nc(NCc2ccco2)c2oc3ccccc3c2n1 | 1.2% | -18% | 2% | 8% | -9% | -3% | i | 2% | 30% | -0.4% | 4µM*
CC1CCN(C(=O)CCCOc2cc(=O)n(C)c3ccccc23)CC1 | -1.8% | 11% | 3% | 12% | 0% | -1% | i | 9% | 20% | 0.6% | ?
O=C(NCc1ccccc1)c1ccc(Cc2nc3ccccc3[nH]2)cc1 | 2.4% | nt | -2% | nt | nt | -3% | nt | nt | 5% | -1.5% | nt
O=C(CSCc1cccc(Br)c1)N1CCOCC1 | 0.0% | 6% | -4% | -6% | -3% | -1% | nt | -2% | -4% | -0.7% | -5%
CC(=O)OCC1OC(C#Cc2ccc(C)cc2C)C=CC1OC(C)=O (stereo unspecified) | 0.5%[15.4 µM] | 6%[11.5 µM] | -12%[11.5 µM] | nt | nt | -2%[11.5 µM] | nt | nt | 1%[11.4 µM] | 1.1%[15.4 µM] | nt
CNc1cc(NS(=O)(=O)c2ccc(N)cc2)nc(NC)n1 | -0.3% | 7% | -2% | ? | -6% | -3% | 1.5e-08M* | 9% | 20% | -0.5% | 14%

At a glance, part of the list above:
Molecule | BRCT inh red | ERK AVP block | Caspase-1 inhib | Tau fil binding | Luciferase inh | Casp7 inh | A350 autofl | USP2a inhib | HEK293 cAMP cs | BRCT PPI green | CRE Fsk mod
CC1CCN(C(=O)CCCOc2cc(=O)n(C)c3ccccc23)CC1 | -1.8% | 11% | 3% | 12% | 0% | -1% | i | 9% | 20% | 0.6% | ?
O=C(NCc1ccccc1)c1ccc(Cc2nc3ccccc3[nH]2)cc1 | 2.4% | nt | -2% | nt | nt | -3% | nt | nt | 5% | -1.5% | nt
